Source: PubChem
KCNK3 block: human KCNK3 channel inhibition, primary screen; O14649; CHO-KCNK3 thallium flux, FluxOR fluorescence; hits give low values; B-score at 10 µM; 0.84% of 340,000 active; AID 602410;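 active = B-score under library mean minus 4 SD, starting fluorescence ratio at most library mean plus 5 SD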;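 note: more negative B-score means stronger inhibition of thallium flux through KCNK3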
Target sequence (O14649 whole entry, looked up): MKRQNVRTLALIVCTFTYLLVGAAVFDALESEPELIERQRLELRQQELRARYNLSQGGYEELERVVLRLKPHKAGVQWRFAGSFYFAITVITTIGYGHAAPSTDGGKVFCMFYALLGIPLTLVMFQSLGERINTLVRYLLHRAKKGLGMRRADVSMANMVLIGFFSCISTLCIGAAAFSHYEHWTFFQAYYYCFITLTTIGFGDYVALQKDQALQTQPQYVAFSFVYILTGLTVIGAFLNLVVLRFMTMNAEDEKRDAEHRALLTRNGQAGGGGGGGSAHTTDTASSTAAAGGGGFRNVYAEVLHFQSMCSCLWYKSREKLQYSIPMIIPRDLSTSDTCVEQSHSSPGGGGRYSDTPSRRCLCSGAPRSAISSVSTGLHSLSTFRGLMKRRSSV
GSK3 alpha inh: blocks human GSK-3 alpha kinase; ADP-Glo luminescence, 60 min; 0.1% of 320,000 active; P49840; inhibition, % at 10 µM;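 in the data active = inhibition above about 50%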;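 note: GST-tagged GSK-3 alpha with peptide substrate and 25 µM ATP; 0% = DMSO neutral wells and 100% = GW8510 positive control wells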
KCNQ1 act: potentiates or activates the human KCNQ1 potassium channel; CHO-K1 KCNQ1, thallium flux FluxOR fluorescence; hits give high values; B-score at 10 µM; 0.35% of 310,000 active; P51787;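 active = fluorescence ratio B-score, a plate-corrected score, at least three library SD, with initial intensity B-score within 5 SD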
Target sequence (P51787 whole entry, looked up): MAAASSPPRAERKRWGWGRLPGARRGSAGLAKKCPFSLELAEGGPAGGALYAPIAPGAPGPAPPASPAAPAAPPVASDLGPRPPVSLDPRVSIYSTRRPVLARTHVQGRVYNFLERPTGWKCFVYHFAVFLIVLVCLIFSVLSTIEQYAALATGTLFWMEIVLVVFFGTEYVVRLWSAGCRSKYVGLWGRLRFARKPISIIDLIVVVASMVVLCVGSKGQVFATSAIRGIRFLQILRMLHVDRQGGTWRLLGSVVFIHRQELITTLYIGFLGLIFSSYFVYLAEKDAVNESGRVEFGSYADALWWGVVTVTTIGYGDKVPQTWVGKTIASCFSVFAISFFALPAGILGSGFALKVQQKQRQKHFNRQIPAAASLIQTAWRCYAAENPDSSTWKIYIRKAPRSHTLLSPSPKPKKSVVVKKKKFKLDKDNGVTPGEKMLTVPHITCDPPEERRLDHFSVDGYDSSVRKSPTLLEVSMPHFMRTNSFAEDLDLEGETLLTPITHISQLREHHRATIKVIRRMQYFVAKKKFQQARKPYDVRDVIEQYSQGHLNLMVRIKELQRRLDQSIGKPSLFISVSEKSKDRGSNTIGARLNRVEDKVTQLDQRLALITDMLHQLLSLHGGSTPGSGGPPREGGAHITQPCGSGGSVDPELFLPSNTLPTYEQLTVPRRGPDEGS
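System: Stable KCNQ1 CHO-K1 line | Incubation: 90 min dye loading and 20 min compound exposure, both at room temperature | Measure: Ratio B score | Medium: Assay buffer for compound exposure, DMSO matched across wells | Compound dosing: Single-concentration screen | Probe or stimulus: K+/Tl+ depolarizing stimulus | Measured by: Kinetic FluxOR fluorescence, 10 s baseline plus 110 s post-stimulus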
RGS4 act: potentiators or activators of RGS4; HEK293 M3R/inducible RGS4, carbachol calcium flux Fluo4; hits give low values; AID 463111; 0.92% of 310,000 active; B-score at 10 µM;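 active = B-score of the integrated calcium signal more than 4 SD below the library mean, with starting fluorescence not abnormally high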;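 note: negative B-score means reduced calcium response which marks RGS4 activation or potentiation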
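Assay system: Inducible-RGS4 HEK293 cells carrying M3 receptor | Schedule: Compound preincubation 20 min at room temperature before agonist | Signal: Kinetic calcium fluorescence imaging with Fluo4-AM dye, 2 µM | Read-out basis: B score from integrated fluorescence ratio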
KCNK9 inh: inhibitors of human KCNK9 two-pore domain potassium channel | AID 488922 | HEK293 KCNK9, FluxOR thallium flux fluorescence; hits give low values | 1.2% of 310,000 active | B-score at 10 µM;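 active = ratio B-score over 3 SD below the library mean, with starting fluorescence within 5 SD of its mean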;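 note: negative B-score means less thallium flux so channel inhibition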
HDAC3 inh: inhibitors of human histone deacetylase 3; O15379; recombinant HDAC3, fluorogenic peptide/trypsin coupled, fluorescence; inhibition, % at 8.3 µM; 0.15% of 320,000 active; in the data active = inhibition above about 26%, passing the limit was not always enough; inconclusive = no clear call, values can overlap the other calls
KCNQ1 block: blocks the human KCNQ1 potassium channel; P51787; CHO-K1 KCNQ1, FluxOR thallium flux fluorescence; hits give high values; B-score at 10 µM; 1.3% of 310,000 active;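 active = compounds whose thallium flux B-score, printed positive for inhibition, exceeds three library SD while starting fluorescence stays within three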;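 note: channel opened by potassium depolarization with thallium stimulus after 20 min compound exposure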
GSK3B inh: human GSK3beta kinase inhibition. AID 2097. activity score (negative = inhibition), % at 10 µM. 0.038% of 300,000 active. GST-GSK3beta kinase, ADP-Glo luminescence, 60 min; hits give low values. P49841;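 active = more than half of replicate wells score below -50%, meaning over 50% inhibition versus plate controls; inconclusive = some replicates but at most half score below -50%; inactive = no replicate scores below -50%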;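 note: 0% = median DMSO wells and -100% = median GW8510 positive control wells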
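Assay system: GST-tagged human GSK3beta kinase, cell-free; Input: 1.6 ng GSK3beta; Medium: Tris/MgCl2 kinase buffer; Timing: 60 min enzyme reaction, room temperature; Signal: ADP-Glo luminescence quantifying ADP generated by kinase; Evaluation: score relative to plate controls; Benchmarks: DMSO neutral wells and GW8510 at 20 µM as positive.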
DYRK1A inh: inhibitors of rat Dyrk1A kinase; Q63470; ADP-Glo luminescence, NFATc1 peptide; inhibition, % at 12.5 µM; 0.43% of 310,000 active; in the data active = inhibition above about 50%;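 note: plate controls were vehicle with enzyme for no effect and no enzyme for full effect; many of its hits are not listed in these tables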
PolyA inhibitor: yeast polyadenylation inhibition; S. cerevisiae SKY197-pL101 polyadenylation reporter, beta-gal luminescence; efflux-impaired pdr1/pdr3 knockout yeast; score 100 = 6 SD above DMSO; calls only at 12 µM; 0.02% of 300,000 active;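 active = lowest replicate activity score at least 50, where 100 means six control SD above control mean; inconclusive = lowest score under 50 but half or more replicates reach 50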;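 note: yeast exposed to compound for 9 h at 30 °C; higher score means more reporter readthrough which indicates perturbed polyadenylation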
hERG rescue: hERG (human) protection from proarrhythmic block | Q12809 | CHO-hERG, FluxOR thallium flux, dofetilide IC70 present | activation (rescue from dofetilide block), less the hit threshold, % at 10 µM | 0.51% of 310,000 active | AID 1511;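 active = activation above the mean of controls blocked by dofetilide plus 5 SD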;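 note: thallium influx through hERG after potassium depolarization seen as dye fluorescence rise; in these data hits start at about 4.7%; inactives centre near -7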
An asterisk follows results filed as active; i = inactive; ? = inconclusive; nt = not tested or not shown.

SMILES	KCNK3 block	GSK3 alpha inh	KCNQ1 act	RGS4 act	KCNK9 inh	HDAC3 inh	KCNQ1 block	GSK3B inh	DYRK1A inh	PolyA inhibitor	hERG rescue
Cc1cc(Nc2ccc3c(c2)OCCO3)n2ncnc2n1	i	0	i	i	i	2	i	9	11	i	-14
O=C(Nc1nc(-c2ccccc2)cs1)C1CCCO1 (stereo unspecified)	i	5	i	i	i	6	i	-2	2	i	-5
O=C(NCc1nnc(SCc2ccc(C(F)(F)F)cc2)n1-c1ccccc1)C12CC3CC(CC(C3)C1)C2	i	-2	i	i	i	5	i	3	0	i	-3
CCOc1ccccc1NC(=O)Nc1cc(C(=O)O)ccc1C	i	2	i	i	i	-3	i	2	5	i	2
CCCN(Cc1ccccc1)C(=S)Nc1ccc(F)cc1	i	-2	i	i	i	nt	i	5	1	i	-14
COC(=O)[C@H](Cc1ccccc1)NC(=O)NCc1ccccc1	i	0	i	i	i	4	i	1	0	i	-12
Cc1ccc(NC2=C/C(=N\S(=O)(=O)c3cccs3)c3ccccc3C2=O)c(C)c1	i	6	i	i	i	5	i	-1	8	i	-5
O=C(NCCc1ccccc1)c1cc(S(=O)(=O)N2CCCC2)ccc1F	i	6	i	i	i	-8	i	1	-3	i	-3
Cc1sc2nc(Cc3ccccc3)[nH]c(=O)c2c1-c1ccccc1	i	-1	i	i	i	2	i	2	0	i	-4
CC1(c2nnc(-c3cccc(Cl)c3)o2)CC(c2ccc(C#N)cc2)=NO1 (stereo unspecified)	i	0	i	i	i	-1	i	-2	nt	i	-8
Nc1sc(-c2ccccc2)cc1-c1n[nH]c(=S)n1C1CCCCC1	i	-2	i	i	i	2	i	4	4	i	-2
Cc1ccccc1N1CCN(Cc2cc3c(cc2[N+](=O)[O-])OCO3)CC1	i	10	i	i	i	-4	i	3	-4	i	-5
COCc1nnc(NC(=O)CCCOc2ccccc2OC)s1	i	-1	i	i	i	nt	i	3	6	i	-7
COc1ccc(C(=O)NCC(=O)N/N=C/c2ccco2)cc1OC	i	15	i	i	i	?	i	1	7	i	-6
COc1ccc(C(=O)SC2=NCCS2)cc1OC	i	0	i	i	i	?	i	-2	2	i	1
CC1CC(=O)C2=C(C1)Nc1ccccc1N(C(=O)COc1ccccc1)C2c1ccco1 (stereo unspecified)	i	-3	i	i	i	0	i	1	-7	i	-7
CN1CCN(C(=O)CCC(=O)NCc2ccc(F)cc2)CC1	i	-2	i	i	i	2	i	-1	nt	i	-5
CCCS(=O)(=O)N1CCCC(C(=O)Oc2ccccc2Cl)C1 (stereo unspecified)	i	0	i	i	i	-1	i	4	-1	i	-1
COc1ccc(/C(C)=N/Nc2ccc(C(=O)O)cc2)cc1OC	i	nt	i	i	i	nt	i	4	-11	i	-6
COc1ccc(C2CC(c3ccccc3)=NN2C(=O)CSc2ncccn2)cc1 (stereo unspecified)	i	-2	i	i	i	?	i	-2	-1	i	-4
COc1ccc(C2=NS(=O)(=O)N(C)C(C(=O)N(C)Cc3ccccc3)=C2)cc1	i	-1	i	i	i	-1	i	0	11	i	-11
C/C(=N/NS(=O)(=O)c1ccc(C(C)(C)C)cc1)c1ccc2c(c1)OCO2	i	-1	i	i	i	4	i	-1	7	i	-8
Cc1cc(C)nc(SCc2ccc3nonc3c2)n1	i	0	i	i	i	-3	i	1	4	i	-5
CC(Nc1ccnc2cc(Cl)ccc12)c1ccc(S(N)(=O)=O)cc1 (stereo unspecified)	i	0	i	i	i	2	i	5	-4	i	-7
Cc1ccc(NC(=O)CCC(=O)NNC(=O)COc2ccccc2)cc1C	i	0	i	i	i	-6	i	2	-4	i	-12
Cc1cc(NC2CCCCC2)n2c(n1)nc1ccccc12	i	2	i	i	i	-6	i	-1	1	i	-4
O=[N+]([O-])c1cccc(/C=C/C=N/Nc2nc(N3CCCCC3)nc(N3CCCCC3)n2)c1	i	-1	i	i	i	-3	6*	4	-4	i	1
COc1ccc(CNC(=O)COc2cc(O)c3c(c2)OC(C)(C)CC3=O)c(OC)c1	i	1	i	i	i	2	i	3	5	i	-9
Cc1ccc(C)c(N2CCN(C(=O)c3ccc4nc(-c5ccco5)c(-c5ccco5)nc4c3)CC2)c1	i	-1	i	i	i	13	i	3	-1	i	-18
O=CN1CCN(c2c([N+](=O)[O-])c(=O)oc3ccccc23)CC1	i	1	i	i	i	7	i	-1	17	i	-8
Cc1cc(NC(=O)c2cccc(S(=O)(=O)Nc3cccc(C(=O)O)c3)c2)no1	i	-3	i	i	i	5	i	2	3	i	-7
CCOc1ccc(NS(=O)(=O)c2ccc(C(=O)N3CCC3)cc2)cc1	i	1	i	i	i	-8	i	0	-2	i	-2
COc1ccc(OC)c(CNc2ccc3c(c2)nc(C)n3C)c1	i	-2	i	i	i	-2	i	0	10	i	-4
COc1nc(OC)nc(N2CCCCCC2)n1	i	0	i	i	i	6	i	-2	-10	i	-5
O=C(NC1CCCCC1)NC1(C(=O)NCCCN2CCOCC2)CCCCC1	i	3	i	i	i	2	i	1	8	i	-5
CN1C(=O)C(CC(=O)Nc2ccc(F)cc2)N(CCCc2ccccc2)C1=S (stereo unspecified)	i	0	i	i	i	17	i	-2	-26	i	-5

Some entries already given with just HDAC3 inh and KCNQ1 act:
molecule,HDAC3 inh,KCNQ1 act
Cc1ccc(NC(=O)CCC(=O)NNC(=O)COc2ccccc2)cc1C,-6,i
O=CN1CCN(c2c([N+](=O)[O-])c(=O)oc3ccccc23)CC1,7,i
CCOc1ccc(NS(=O)(=O)c2ccc(C(=O)N3CCC3)cc2)cc1,-8,i

The list goes on.
SMILES	KCNK3 block	GSK3 alpha inh	KCNQ1 act	RGS4 act	KCNK9 inh	HDAC3 inh	KCNQ1 block	GSK3B inh	DYRK1A inh	PolyA inhibitor	hERG rescue
Oc1ccc(C2Nc3cccc4cccc(c34)N2)cc1	i	0	i	i	i	-2	i	-3	nt	i	-7
COc1ccc(C(=O)N[C@H](C(=O)NCc2ccco2)C(C)C)cc1	i	1	i	i	i	1	i	-2	nt	i	-10
CC(C)C(NS(=O)(=O)c1cccs1)C(=O)NCc1ccccc1Cl (stereo unspecified)	i	7	i	i	i	-2	i	3	-5	i	-7
COc1ccccc1N1CC(O)=C(c2nc3ccccc3s2)C1=N	i	3	i	i	i	12	i	-2	9	i	-3
CCn1c(Cc2ccccc2)nnc1SCC(=O)Nc1nnc(-c2ccccc2)s1	i	1	i	i	i	?	i	3	-2	i	-3
CCCOc1ccc(N2C(=O)CC(NNC(=O)c3ccc(COc4ccccc4)o3)C2=O)cc1 (stereo unspecified)	i	-2	i	i	i	2	i	1	-5	nt	-3
O=C(Cc1ccsc1)NNC(=O)c1ccccc1O	i	1	i	i	i	7	i	2	-5	i	-16
CCC(C)NC(=O)CSC1=Nc2ccccc2C2=NC(CC(=O)NCc3ccccc3)C(=O)N12 (stereo unspecified)	i	-3	i	i	i	-7	i	-4	-1	i	-12
O=C(O)CSc1nnc(-c2ccncc2)n1Cc1ccccc1	i	-2	i	i	i	-10	i	1	-3	i	-7
COc1cccc(CN2CC(C(=O)NCCOc3ccccc3)CCC2=O)c1 (stereo unspecified)	i	-3	i	i	i	-4	i	-1	-3	i	-7
COc1ccc(/C=C2\SC(=O)N(CC(=O)NCCCn3ccnc3)C2=O)cc1	i	-1	i	i	i	4	7*	2	nt	i	-7
COc1ccccc1-c1cc2nc(C)c(CCC(=O)NCc3ccc(F)cc3)c(C)n2n1	i	-3	i	i	i	-3	i	0	10	i	-11
Cc1[nH]n2c(=O)c3c(nc2c1-c1ccc(F)cc1)CCCC3	i	0	i	i	i	6	i	2	-3	i	-8
CC1(C)CC(=O)C(=CN2CCOCC2)C(=O)C1	i	-1	i	i	i	1	i	-3	-4	i	-3
Cc1ccc(C)c(OCCC(=O)OCC(=O)N2CCN(c3ccccc3)CC2)c1	i	2	i	i	i	-2	i	2	-10	i	-6
Cc1ccc(NC(=O)C(NC2CCCc3ccccc32)c2ccccc2)c([N+](=O)[O-])c1 (stereo unspecified)	i	0	i	i	i	-2	i	-5	-2	i	-7
Cc1cc(C)c2c(N)c(C(=O)Nc3ccc(C)c(C)c3)sc2n1	i	0	i	i	i	-9	i	0	-7	i	-11
C/C(=N\NC(=O)c1ccccc1O)c1ccc(Br)s1	i	-2	i	i	i	3	i	3	5	i	5.4*
CCc1cccc(CC)c1NC(=O)COC(=O)c1ccc(F)c(S(=O)(=O)N(CC)CC)c1	i	-1	i	i	i	3	i	1	-5	i	-4
CC(=O)c1cccc(NC(=O)NC2CCCCCCC2)c1	i	-2	i	i	i	-1	i	2	nt	i	-11
O=C(NNC(=S)Nc1ccccc1Cl)c1ccccc1Cl	i	-3	i	i	i	0	i	2	9	i	-11
COC(=O)c1ccc(CSc2ccc3nnc(-c4ccc(F)cc4)n3n2)o1	i	43	i	i	i	7	i	-6	-47	nt	-4
Cc1cccc(N(CC(=O)NC2CCCCC2)C(=O)Cn2nnc(-c3ccc(C)o3)n2)c1	i	1	i	i	i	2	i	-1	nt	i	-14
C=CCOC(=O)CCC(=O)Nc1cc(OC)nc(OC)n1	i	-3	i	i	i	-2	i	-1	4	i	-10
COc1ccc(C(=O)NC(=S)NCCO)cc1Br	i	2	i	i	i	0	i	5	-2	i	3
O=S(=O)(c1ccc2nc(-c3ccco3)c(-c3ccco3)nc2c1)N1CCOCC1	i	1	i	i	i	15	i	1	-7	i	-12
CN(C(=O)CCNC(=O)Cn1cnc2ccccc2c1=O)c1ccccc1F	i	-1	i	i	i	0	i	-3	-1	i	-6
O=C(CNC(=O)C(c1ccccc1)c1ccccc1)N/N=C/c1ccc(O)cc1O	i	7	i	i	i	16	i	-6	2	i	-21
O=c1[nH]c2cc3c(cc2cc1CN(Cc1nnnn1CC1CCCO1)C1CCCC1)OCO3 (stereo unspecified)	i	2	i	i	i	-22	i	3	-10	i	-3
Cc1cc(N/C=C\c2nnnn2-c2ccccc2)no1	i	-2	i	i	i	3	i	0	-4	i	-5

A portion of the library; count on the stated rates, not on these rows.
